DNA Pol III inh: inhibitors of bacterial DNA polymerase III holoenzyme | hit rate 0.25% among 71,000 | reconstituted DNA polymerase III holoenzyme replication, biochemical | Potency, µM (titrated, usually from 57.1 µM), for inactives: at the highest dose activity change, negative = inhibition; further: potency means the concentration at half of the fitted maximal effect; on the % scale 0 is the no-effect control and ±100 the full control effect
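Reconstituted *E. coli* holoenzyme (0.35 nM Pol III, 1 nM beta, 154 nM SSB, 2 nM primase) was preincubated with compound for 15 min at RT. Synthesis on 1.4 nM ssM13Gori ran 35 min, then was stopped with PicoGreen/EDTA and read as dsDNA fluorescence.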
ERK AVP inh: inhibitors of vasopressin-stimulated ERK signaling pathway. HEK293-V1b, vasopressin-stimulated pERK AlphaScreen. hit rate 0.99% among 72,000. Potency, µM (series often up to 57.5 µM), for the others: top-dose activity, negative = inhibition, usual class: inhibitors; further: potency means the concentration at half of the fitted maximal effect; on the % scale 0 is the no-effect control and ±100 the full control effect; nearly all actives have a fitted effect of over 55% in size
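Phosphorylated ERK1/2 detected via AlphaScreen bead proximity in lysates of V1b-expressing HEK293 cells given 25 nM vasopressin for 5 min after 30 min compound exposure (37 °C). AC50 from Hill equation; basal DMSO 0%, vasopressin 100%.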
Epigenetic mod: epigenetic modulators derepressing GFP locus in mouse cells. mouse C127i GFP locus derepression, cytometry, 30 h. Potency, µM (doses to about 46.1 µM), for the others: at the highest dose GFP derepression (activation). hit rate 0.09% among 68,000; further: % of control where 0% means no effect
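Locus derepression in mouse mammary C127i cells whose integrated CMV-GFP reporter is normally silent; GFP expression after 30 h compound treatment was quantified by counting fluorescent cells.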
CRE-bla Fsk: modulators of forskolin-stimulated CRE signaling in CHO cells. CHO CRE-bla reporter (cAMP response element driving beta-lactamase), forskolin EC10, beta-lactamase ratio. Potency, µM (highest dose often 38.2 µM), for inactives: top-dose activity change, negative = inhibition, hits mostly activators. hit rate 2.5% among 71,000. AID 662; active means well fitted activation curve with a large enough effect in the signal ratio, with a control signal flat, not every such curve was filed as active; inconclusive means small, poorly fitted or top-dose-only effect, or effect the other way, or a change in a side signal; the % refers to the signal ratio; further: potency means the concentration at half of the fitted maximal effect; % of control where 0% means no effect
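AC50 values, positive or negative, reflect shifts in EC10 NKH 477-induced CRE-bla reporter activity in CHO cells. Incubation lasted 3 h at 37 °C before CCF4 substrate (2 h, room temperature) and ratiometric 460/530 nm reading.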
UbGFP stabilizer: proteasome inhibitors stabilizing ubiquitin-GFP reporter | Ubiquitin-GFP reporter cells, proteasome inhibition, GFP fluorescence; response scale: untreated = 0%, 10 µM MG-132 = 100% | Potency, µM (titrated, usually from 45.9 µM), inactives show at the top dose activation (GFP accumulation), most hits filed as activators | 67,000 tested, under 10 active; active means well fitted activation curve with a large enough effect, not every such curve was filed as active; inconclusive means small, poorly fitted or top-dose-only effect, or another doubt; inactive means no such curve, though single readings can be large or run the other way; further: potency means the concentration at half of the fitted maximal effect
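U2OS cells expressing ubiquitin(G76V)-GFP, seeded overnight in 0.5% FBS medium, then treated 4 hr at 37 C across 46 uM to 2.9 nM. GFP-positive cells counted by laser cytometry (488 ex/515 em); %activity scaled between basal and 10 uM MG-132.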
FLuc inh: firefly luciferase inhibition; P08659; purified firefly luciferase, luminescence, 8 min; Potency, µM (highest dose often 57.1 µM), without a hit: at the highest dose activity change, negative = inhibition, hits mostly inhibitors; hit rate 2.2% among 72,000; further: potency means the concentration at half of the fitted maximal effect; on the % scale 0 is the no-effect control and ±100 the full control effect; nearly all actives have a fitted effect of over 40% in size
Target sequence (P08659 whole entry, looked up): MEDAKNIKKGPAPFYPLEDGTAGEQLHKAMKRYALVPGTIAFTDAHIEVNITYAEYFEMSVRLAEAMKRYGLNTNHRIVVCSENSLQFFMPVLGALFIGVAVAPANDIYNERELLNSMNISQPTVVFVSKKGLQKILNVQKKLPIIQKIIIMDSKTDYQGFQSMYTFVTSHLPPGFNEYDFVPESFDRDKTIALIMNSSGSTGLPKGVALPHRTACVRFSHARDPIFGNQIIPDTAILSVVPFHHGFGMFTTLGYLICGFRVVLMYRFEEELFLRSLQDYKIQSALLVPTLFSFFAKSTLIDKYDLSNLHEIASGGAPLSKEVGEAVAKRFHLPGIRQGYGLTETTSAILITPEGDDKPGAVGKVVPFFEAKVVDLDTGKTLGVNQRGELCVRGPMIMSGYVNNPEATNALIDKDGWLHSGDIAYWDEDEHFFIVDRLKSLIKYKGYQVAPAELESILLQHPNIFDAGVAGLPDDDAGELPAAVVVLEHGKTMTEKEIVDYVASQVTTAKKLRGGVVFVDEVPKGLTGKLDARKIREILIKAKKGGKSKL
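Titration-based qHTS; buffer 50 mM imidazole pH 7.2, 50 mM KCl, 7 mM MgCl2, 10 uM ATP, 0.01% Tween 20, 0.05% BSA; luciferase/luciferin detector mix added after compound; 8 min, ambient; luminescence.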
Tau fil binding: binders of human tau filaments. recombinant tau filaments, thioflavin S fluorescence, 15 h; filaments grown with octadecylsulfate alongside compound. hit rate 2% among 71,000. Potency, µM (highest dose often 57.1 µM), inactives show top-dose activity change, negative = inhibition. P10636. AID 596;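 further: potency means the concentration at half of the fitted maximal effect; on the % scale 0 is the no-effect control and ±100 the full control effect; actives lower thioflavin S fluorescence by blocking filaments or displacing dye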
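Assay mix: 1 uM His-tagged tau, 30 uM sodium octadecylsulfate, thioflavine S dye in HEPES/NaCl/DTT buffer. Compound is added prior to the inducer. Fluorescence after 15 h at 37 C.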
HBB splice mod: alters splicing of the hemoglobin beta chain; HBB splicing reporter cell assay, activation; EGFP reporter with mutant IVS2-654 intron; response scale: normalised to 500 nM splice-correcting PNA; hit rate 0.06% among 65,000; AID 925; Potency, µM (top dose mostly 46.1 µM), for inactives: top-dose activation, most hits filed as activators; further: potency means the concentration at half of the fitted maximal effect; 0% is about no effect
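Compounds were applied for 2 days to HeLa EGFP-654 cells, 500/well in Optimem with 2% FCS. The reporter's EGFP is disrupted by mis-splicing of beta-globin intron IVS2-654. Readout: summed well GFP fluorescence from 488 nm laser scanning; reference was 500 nM antisense […] 654 PNA.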
HADH2 inhib: blocks human hydroxyacyl-CoA dehydrogenase type II | recombinant HADH2, NADH fluorescence, beta-hydroxybutyryl-CoA | hit rate 3.4% among 73,000 | Potency, µM (top dose mostly 57.1 µM), for inactives: top-dose activity change, negative = inhibition, most hits filed as inhibitors; further: potency means the concentration at half of the fitted maximal effect; on the % scale 0 is the no-effect control and ±100 the full control effect; nearly all actives have a fitted effect of over 60% in size; many of its hits are not listed in these tables
Target sequence (Q99714 whole entry, looked up, one chain of several): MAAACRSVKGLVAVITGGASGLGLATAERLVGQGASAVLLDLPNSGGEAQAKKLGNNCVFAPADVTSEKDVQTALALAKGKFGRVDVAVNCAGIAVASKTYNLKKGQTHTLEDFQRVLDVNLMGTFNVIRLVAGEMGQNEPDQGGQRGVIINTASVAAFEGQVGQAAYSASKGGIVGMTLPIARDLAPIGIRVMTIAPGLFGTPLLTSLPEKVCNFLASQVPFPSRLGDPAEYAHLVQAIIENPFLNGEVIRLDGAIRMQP
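NADH fluorescence (ex 360/em 450 nm) read every 30 s for 4 min; activity taken as last-minus-first time point difference. Enzyme 20 nM, NAD+ 1 mM, beta-hydroxybutyryl-CoA 90 uM, pH 9.0 Tris buffer.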
ALOX15 inhib: inhibitors of human 15-lipoxygenase (ALOX15); P16050; purified 15hLO-1, xylenol orange hydroperoxide absorbance; Potency, µM (highest dose often 57.1 µM), for the others: at the highest dose activity change, negative = inhibition, actives largely listed as inhibitors; hit rate 1.4% among 74,000; further: potency means the concentration at half of the fitted maximal effect; on the % scale 0 is the no-effect control and ±100 the full control effect; nearly all actives have a fitted effect of over 55% in size
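Hydroperoxide formed from arachidonic acid (50 uM) by purified human 15hLO-1 (40 nM) oxidizes ferrous iron, and the ferric-xylenol orange complex is read at 573 versus 405 nm. Compounds were preincubated 15 min; reaction ran 6 min at room temperature.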
Hsp90 Hop PPI: changes Hsp90-Hop TPR2A binding signal, up or down. hit rate 0.44% among 71,000. AlphaScreen TPR2A-His6 binding biotin-Hsp90 C-terminal peptide. Potency, µM (doses to about 57 µM), without a hit: top-dose activity change, negative = inhibition; active means well fitted curve in either direction with a large enough effect; inconclusive means small, poorly fitted or top-dose-only effect, or another doubt; further: potency means the concentration at half of the fitted maximal effect; on the % scale 0 is the no-effect control and ±100 the full control effect; many of its hits are not listed in these tables
* hit, by the source's call; i = inactive; ? = inconclusive; / = not tested or not shown; [ ] = another dose, or the depositor's remark. Unless noted, the call rests on the fitted dose curve; in most records, active means well fitted curve in the direction sought with a large enough effect; inconclusive means small, poorly fitted or top-dose-only effect, or another doubt; inactive means no such curve, though single readings can be large; an effect the other way counts as inactive or inconclusive. A portion of the library; rates above refer to the full screens.

SMILES | DNA Pol III inh | ERK AVP inh | Epigenetic mod | CRE-bla Fsk | UbGFP stabilizer | FLuc inh | Tau fil binding | HBB splice mod | HADH2 inhib | ALOX15 inhib | Hsp90 Hop PPI
COC(=O)c1ccc(C(NC(=O)OCc2ccccc2)/C(=C/[C@@H](C)C(=O)NCc2cc(F)cc(F)c2)c2cccnc2)cc1 (some centres undefined) | -6% | 23% | / | -25% | / | / | 13% | -1.6% | 6% | 5% | 0%
C=CCNC(=O)CN(c1ccc(F)cc1)S(=O)(=O)c1ccc(OC)cc1 | -1% | -8% | 3% | -3% | 1% | 2% | 13% | -2.4% | 4% | 11% | -2%
CCOc1ccc2nc(C(C)O)[nH]c2c1 (centres undefined) | -3% | -4% | 0% | 1% | 0% | -3% | -20% | 0.6% | -8% | -6% | 0%
Cc1cccc(N2C(=O)SC(N(CC(=O)O)c3cccc(C)c3)C2=O)c1 (centres undefined) | 3% | / | / | -11% | 20% | 3% | -4% | -0.6% | ? | 1% | -3%
O=C(O)CCc1ccc(-c2cccs2)n1CCC(=O)O | -6% | -5% | -1% | -8% | -2% | 1% | 3% | / | ? | -13% | -7%
CN(C)Cc1ccccc1-c1nc(N(C)C)c2ccccc2n1 | -6% | -1% | -3%[9.22 µM] | 4µM* | 4% | -12%[2.29 µM] | 11% | -1.8% | -1% | 19% | -1%
CC(C)(C)C(=O)OCC1OC(n2cnc(C(N)=O)n2)C(O)C1O (centres undefined) | 0% | -3% | 0% | -2% | 1% | 0% | -8% | -0.4% | 17% | 13% | 0%
COC(=O)[C@@]1(Cc2ccc(OC)cc2)[C@H]2c3cc(C(=O)N4CCCC4)n(Cc4ccc(Cl)c(C(F)(F)F)c4)c3C[C@H]2CN1C(=O)c1ccccc1 | -10% | 14% | / | 1% | / | / | 0% | 0.5% | 15% | / | -10%
COC(=O)CCC(NC(=O)c1cc(-c2ccc3c(c2)OCCO3)oc1C)C(=O)OC (centres undefined) | -2% | ? | -2% | -11% | -4% | -20% | -7% | / | 11% | 8% | -8%
CCC(=O)N1c2ccc(S(=O)(=O)CCC(=O)NCc3ccc4c(c3)OCO4)cc2CC1C (centres undefined) | 0% | -2% | 7% | 5% | -14% | 2% | -8% | -1.7% | 5% | 4% | 1%
CC1=CCC(COC(=O)Nc2ccccc2)CC1 (centres undefined) | -14% | 11% | -1% | 7% | 3% | ? | -3% | / | -9% | -7% | ?
CC(C)OCCCN1CN(S(=O)(=O)c2ccccc2)c2nc3ccccc3nc21 | -5% | -15% | 0% | ? | -1% | -1% | -7% | -2.9%[57.5 µM] | -3% | ? | -6%
Cc1cc(C)c(NC(=O)CSc2nnc(-c3ccncc3)n2Cc2ccco2)c(C)c1 | -1% | -11% | -3% | -1% | 5% | -1% | 3% | / | 32%[activator] | 1% | -2%
CN(C)CCNc1oc(COc2ccc(-c3ccccc3)cc2)nc1C#N | -7% | -4% | 4% | ? | -1% | 0% | 107% | -3.1%[0.369 µM] | -1% | 6% | -11%
CCC(C)NC(=O)C1CCCN(S(=O)(=O)c2ccc(-n3cnnn3)cc2)C1 (centres undefined) | -4% | 16% | 1% | -6% | 1% | 0% | -3% | -2.2% | -2% | 7% | -7%
Cc1ccc2c(c1)cc(CN(Cc1cccs1)C(=O)c1ccco1)c1nnnn12 | -5% | ? | 2% | ? | 1% | 1% | 11% | -0.1%[57.5 µM] | 3% | 6% | -2%
CCn1c(Cn2nnc(-c3ccccc3)n2)nnc1SCC(=O)Nc1ccc(C(C)=O)cc1 | -4% | -13% | 2% | 2% | 0% | -5% | 24% | / | 0% | -11% | -1%
CCOc1ccc(N2C(=O)C3CCCN3C2=O)cc1 (centres undefined) | 0% | 3% | 1% | 2% | 2% | -43% | -2% | 0.3% | 2% | 12% | -1%
CC(=O)Nc1ccc(C(=O)Nc2ccc(S(=O)(=O)N3CCCC3)cc2)cc1 | 5% | -22% | 2% | 0% | -7% | -1% | 66% | -2.2% | 17% | 0% | -6%
COc1ccc(CC(NC(=O)c2ccccc2)C(=O)NCC(=O)O)cc1 (centres undefined) | -1% | -6% | -2% | -3% | -3% | 1% | 2% | -0.6% | -1% | 6% | 0%
O=S(=O)(NC1CC1)c1ccc(S(=O)(=O)N2CCCC3(CCCCC3)C2)cc1 | 0% | 20% | 2% | 11% | -2% | -3% | 7% | / | 18% | 4% | 3%
COCCn1c(-c2ccc(-c3ccccc3Cl)o2)nc2c1c(=O)[nH]c(=O)n2CC(C)C | -6% | -12% | 1% | ? | 0% | 0% | 15% | 0.6%[57.5 µM] | i | ? | 1%
CCCCC(=O)Nc1ccc2oc(-c3ccncc3)nc2c1 | -8% | -19% | -1% | ? | -9% | -3% | 15% | -0.3% | 18% | -6% | 0%
Cn1ncc2c(NCc3ccccc3)ncnc21 | 0% | -9% | 0% | 11% | -3% | -1% | -1% | / | -1% | 0% | 0%
COCCn1nnnc1C(CC(C)C)N1CCN(c2cccc(OC)c2)CC1 (centres undefined) | -8% | -21% | 1% | -6% | 3% | 3% | -11% | -0.3%[57.5 µM] | -3% | -3% | -5%
O=C1Nc2ccccc2[C@]1(O)Cc1ccccn1 | -2%[11.4 µM] | 8%[11.5 µM] | 0%[9.22 µM] | 1%[7.6 µM] | 4%[9.17 µM] | 3%[11.4 µM] | 16%[11.4 µM] | 4.0%[9.22 µM] | 7%[11.4 µM] | -4%[11.4 µM] | -2%[11 µM]
O=c1[nH]c2cc3c(cc2cc1C(c1nnnn1C1CCCC1)N1CCCc2ccccc21)OCCO3 (centres undefined) | -8% | -3% | -1% | 20% | -4% | -4% | -3% | -0.7% | -18% | ? | -25%
Cc1c(S(=O)(=O)N2CCc3ccccc3C2)c(=O)n(C)c(=O)n1C | 0% | / | / | -17% | 9% | 0% | -8% | -0.3% | 9% | 3% | ?
COc1ccc(-c2nn(-c3ccccc3)cc2/C=N/n2cnnc2)cc1OC | -6% | 17% | -1% | ? | 4% | ? | 9% | 5.5% | 0% | -6% | -5%
Cc1nn(C)c(C)c1S(=O)(=O)N1CCC(C(=O)NCCC2=CCCCC2)CC1 | 3% | -4% | 2% | -1% | 14% | -2% | 3% | -0.6% | -7% | -18% | -8%
CCOC(=O)CSC1=C(C#N)C(C)C2=C(CCCC2=O)N1 (centres undefined) | -4% | 35%[activator] | -1% | 12% | 3% | 1% | -1% | / | -19% | -8% | 5%
CC(C)(C)NS(=O)(=O)c1ccc(CCC(=O)N2CCOCC2)cc1 | -5% | 18% | 1% | -5% | 6% | 0% | -1% | -0.2%[57.5 µM] | -21% | 3% | -1%
O=c1c2ccccc2n(Cc2ccc(F)cc2)c(=O)n1C1CCCC1 | 0% | 21% | 2% | -8% | 0% | 0% | -1% | -0.3% | 1% | -12% | ?
O=C(CCc1ccccc1)Nc1ccc(N2CCOCC2)cc1 | -7% | -32% | 1% | -1% | -6% | -9% | 16µM* | -0.6%[9.22 µM] | 5% | -7% | -4%
Cc1cc(O)c(-c2n[nH]c3c2C(c2cccc(O)c2)N(Cc2cccnc2)C3=O)cc1Cl (centres undefined) | 4% | -12% | -2% | -14% | 0% | -2% | 214% | 4.4%[0.369 µM] | -2% | -20% | -6%
CCn1c(SCC(=O)OCC(=O)N2c3ccccc3NC(=O)C2(C)C)nnc1-c1ccco1 | -2% | -4% | -1% | ? | 1% | 3% | -2% | -5.3% | -5% | 2% | -3%
CCSc1ccc2c(c1)N(CCCN1CCN(C)CC1)c1ccccc1S2 | -3%[25.6 µM] | 5%[25.7 µM] | 2%[20.6 µM] | -6%[17.1 µM] | 4%[20.5 µM] | -6%[25.5 µM] | 4µM* | -0.3%[20.6 µM] | -2%[25.6 µM] | 3%[25.6 µM] | -10%[26 µM]
